Screening data deposited in PubChem BioAssay by several laboratories.
CHT PAM = allosteric activators of human choline transporter CHT; Q9GZV3; CHT-expressing cells, membrane potential dye, choline EC20; hits give high values; LV-AA mutant CHT in HEK293 cells; B-score at 10 µM; 310,000 compounds, 0.49% hits; AID 488977;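 active = initial fluorescence not abnormally high and integrated response B-score, plate-corrected, over 3 SD above library mean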
Target sequence (Q9GZV3 whole entry, looked up): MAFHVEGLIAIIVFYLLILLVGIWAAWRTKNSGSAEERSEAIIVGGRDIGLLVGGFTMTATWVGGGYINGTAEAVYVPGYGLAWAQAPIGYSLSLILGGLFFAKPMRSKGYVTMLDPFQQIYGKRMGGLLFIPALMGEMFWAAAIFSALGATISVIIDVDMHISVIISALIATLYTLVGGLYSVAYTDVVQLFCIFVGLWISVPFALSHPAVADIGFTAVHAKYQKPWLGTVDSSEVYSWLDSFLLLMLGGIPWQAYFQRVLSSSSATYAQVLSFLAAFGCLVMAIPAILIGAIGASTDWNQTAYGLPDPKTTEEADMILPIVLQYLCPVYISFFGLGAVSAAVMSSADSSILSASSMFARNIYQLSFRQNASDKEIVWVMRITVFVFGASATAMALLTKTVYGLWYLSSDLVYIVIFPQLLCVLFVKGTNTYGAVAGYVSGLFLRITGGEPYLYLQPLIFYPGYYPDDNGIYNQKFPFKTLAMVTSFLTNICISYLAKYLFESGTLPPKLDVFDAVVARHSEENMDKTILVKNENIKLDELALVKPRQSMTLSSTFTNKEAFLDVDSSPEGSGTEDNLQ
STK33 kinase inh = blocks human STK33 kinase activity; purified STK33, MBP phosphorylation, ADP-Glo luminescence; inhibition, % at 10 µM; 320,000 compounds, 0.073% hits; AID 2661;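 active = inhibition at or above 25%, using the most active replicate where run in duplicate; inactive = inhibition below 25%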
Target sequence (Q9BYT3 whole entry, looked up): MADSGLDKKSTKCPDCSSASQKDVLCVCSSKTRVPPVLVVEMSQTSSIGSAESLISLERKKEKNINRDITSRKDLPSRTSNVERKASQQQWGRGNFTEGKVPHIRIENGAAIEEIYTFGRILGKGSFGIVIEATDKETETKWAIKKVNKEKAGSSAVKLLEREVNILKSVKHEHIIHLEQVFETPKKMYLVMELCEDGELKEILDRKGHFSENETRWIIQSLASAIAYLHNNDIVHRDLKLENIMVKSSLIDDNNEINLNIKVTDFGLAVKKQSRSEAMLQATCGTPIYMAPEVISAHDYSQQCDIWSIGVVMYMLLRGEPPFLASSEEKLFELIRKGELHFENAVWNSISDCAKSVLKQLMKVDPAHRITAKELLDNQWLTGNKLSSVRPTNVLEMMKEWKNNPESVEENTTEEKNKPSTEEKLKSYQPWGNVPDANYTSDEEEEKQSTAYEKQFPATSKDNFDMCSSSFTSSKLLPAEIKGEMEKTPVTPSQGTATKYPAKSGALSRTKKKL
CHT block = human CHT choline transport inhibition | 310,000 compounds, 0.86% hits | CHT-expressing cells, membrane potential dye, choline response; hits give low values | B-score at 10 µM | Q9GZV3;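 active = B-score over 3 SD under the library average, and starting fluorescence ratio not unusually high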;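 also: choline stimulus applied at its EC90 after an EC20 pre-addition; B-score computed on integrated fluorescence ratio after choline addition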
* marks the source's active call; other numbers are inactive results; i = inactive; . = not tested or not shown.

The first 2 records as a preview:
No.	canonical_smiles	CHT PAM	STK33 kinase inh	CHT block
1	Cc1cccc(C)c1NC(=O)NC1CC2CCC(C1)N2Cc1cccs1 (stereo not given)	i	-1.0	i
2	CCC(CC)NC(=O)COC(=O)c1ccc(OCc2ccc(C(C)=O)cc2OC)c(OC)c1	i	-1.5	i

All compounds of this part, previewed entries included:
No.	canonical_smiles	CHT PAM	STK33 kinase inh	CHT block
1	Cc1cccc(C)c1NC(=O)NC1CC2CCC(C1)N2Cc1cccs1 (stereo not given)	i	-1.0	i
2	CCC(CC)NC(=O)COC(=O)c1ccc(OCc2ccc(C(C)=O)cc2OC)c(OC)c1	i	-1.5	i
3	O=C(C[n+]1cccc(CNC(=O)c2ccc(OC(F)F)cc2)c1)Nc1ccccc1Cl	i	-0.7	i
4	Cc1ccc(NC(=O)C(C)N2C(=O)c3ccccc3C2=O)cc1C (stereo not given)	i	-0.7	i
5	Oc1cc2ccccc2cc1-c1nnc2n1-c1ccccc1SC2	i	-0.8	i
6	Nc1ccc(C(=O)O)cc1[N+](=O)[O-]	i	-1.0	i
7	C/C(=N\NC(=O)CCCCCNC(=O)c1ccccc1)c1ccccc1O	i	-2.8	i
8	CC1CCN(Cc2nnnn2CCCC(=O)N(C)C2CCOC2)CC1 (stereo not given)	i	1.9	i
9	CCOc1ccc(CC(=O)N2CCN=C2SC)cc1	i	0.3	i
10	CC(=O)NCCOC(=O)c1nn(Cc2ccccc2)c(=O)c2ccccc12	i	-1.6	i
11	CCCCCCCCN1[C@@H](CC(=O)OCC)c2cc(F)ccc2S1(=O)=O	i	3.3	i
12	Cc1cc(-c2cccc([N+](=O)[O-])c2)nc2ccc3ccccc3c12	i	-2.5	i
13	CC(=O)c1cc(CC=C(C)C)c(O)cc1O	i	0.8	i
14	Cc1cc(C)cc(N=Cc2c(O)c3ccccc3oc2=O)c1	i	-2.1	i
15	COc1cc(/C=C2/C(=N)N3N=C(CC(=O)N4CCOCC4)SC3=NC2=O)ccc1OCc1ccccc1	i	1.0	i
16	CCCN1C(=O)/C(=C/c2ccc(C)o2)SC1=Nc1ccc(OCC)cc1	i	0.7	i
17	CC(=O)Nc1ccc(S(=O)(=O)N2CCSC2c2ccc(Cl)cc2)cc1 (stereo not given)	i	-0.3	i
18	O=C(Cc1ccccc1)NC(=S)Nc1ccc(N2CCCCC2)cc1	i	-1.8	i
19	CCCNC(=O)C(CC)NS(=O)(=O)c1ccc(OC)cc1 (stereo not given)	i	-0.9	i
20	Cc1cc(=O)nc2c3ccccc3n(CC(=O)NC3CCCCC3)n12	i	0.2	i
21	Cc1cc(=O)[nH]c(S/C=C/c2ccccc2)n1	i	-0.9	i
22	CCN(CC)CCn1c2c(c(SCC(=O)Nc3cc(C)cc(C)c3)nc1=O)CCC2	i	-0.3	i
23	CCOC(=O)c1ccc(NC(=O)c2ccc(NC(=O)c3ccccc3)cc2)cc1	i	0.0	i
24	O=C(CCCC(=O)OCC(=O)c1cccs1)Nc1ccc(F)cc1	i	-0.8	i
25	O=C(O)CCC(=O)N1CCC(n2nnc3cc(C(F)(F)F)ccc32)CC1	i	-0.7	i
26	Cc1cc(NC(=O)c2cccs2)ncc1NC(=O)C(C)(C)C	i	2.8	i
27	CCOc1ccc(N(CC(=O)Nc2ccccc2Cl)S(C)(=O)=O)cc1	i	-0.6	i
28	COc1cc(OC)cc(C(=O)NCc2n[nH]c(=S)n2-c2ccccc2)c1	i	-2.8	i
29	CC(=O)NCCC(=O)Nc1cc(F)ccc1C	i	0.3	i
30	CC(=O)OC1COC(N2CCc3ccccc32)C(OC(C)=O)C1OC(C)=O (stereo not given)	i	-0.9	i
31	COc1ccc(-c2cn3c(n2)CCC3)cc1	7.4*	-0.6	i
32	COC(=O)c1cccc(N2CCCC2=O)c1	i	-0.9	i
33	CCOC(=O)N1CCN(C(=O)CN(Cc2ccccc2)S(C)(=O)=O)CC1	i	0.6	i
34	CN(C)S(=O)(=O)c1ccc(N2CCCC2)c(C(=O)N2CCN(S(=O)(=O)c3ccccc3F)CC2)c1	i	2.0	i
35	CN(CCC#N)C(=O)COC(=O)c1ccccc1OCc1ccccc1Cl	i	0.3	i
36	CCOC(=O)c1noc(C)c1C(=O)Nc1nc(C)cc(C)n1	i	-0.9	i
37	Cc1cc(C)cc(NC(=O)CSc2nnc(-c3ccncc3)o2)c1	i	-0.4	i
38	CC(C)(C)c1ccc(S(=O)(=O)NNC(=O)c2cc3ccccc3[nH]2)cc1	i	-1.6	i
39	Cc1ccc(C2C(C#N)=C(N)OC3=C2C(=O)CC(C)(C)C3)s1 (stereo not given)	i	-1.0	i
40	CC(=O)N1CCN(c2nc(N)c(C#N)c(CC#N)c2C#N)CC1	i	0.0	i
41	Cc1cc(NCc2ccco2)n2ncnc2n1	i	-0.6	i
42	O=C(COC(=O)Cc1c(Cl)cccc1Cl)NCC1CCCO1 (stereo not given)	i	-1.7	i
43	CCc1cc(C(=O)N2CCOCC2)c(NC2=NS(=O)(=O)c3ccccc32)s1	i	1.1	i
44	COc1ccccc1CN1CCNC(=O)C1CC(=O)O (stereo not given)	i	-1.6	i
45	CCCC1=C(C(=O)OCC)C(/C=C/c2ccccc2)n2ncnc2N1 (stereo not given)	i	0.4	i
46	O=C(CCn1ccc([N+](=O)[O-])n1)Nc1nccs1	i	-0.5	i
47	COc1ccc(N2CCN(C(=O)c3ccc(NS(=O)(=O)c4ccccc4)cc3)CC2)cc1	i	-1.4	i
48	N#Cc1c(N(CCO)CCO)nc(N)c2c(N)nc3c(c12)CC(=O)N3CC1CCCO1 (stereo not given)	i	-1.0	i
49	Cc1ccc(NC(=O)C2CCCO2)cc1[N+](=O)[O-] (stereo not given)	i	-1.2	i
50	COc1ccc(C(=O)N2CC3(CC(c4cccc(NC(=O)COc5ccc(Cl)cc5)c4)=NO3)C[C@@H]2C(N)=O)cc1 (stereo not given in full)	i	-1.5	i

Two records picked at random from those above, as already listed:
No.	canonical_smiles	CHT PAM	STK33 kinase inh	CHT block
48	N#Cc1c(N(CCO)CCO)nc(N)c2c(N)nc3c(c12)CC(=O)N3CC1CCCO1 (stereo not given)	i	-1.0	i
46	O=C(CCn1ccc([N+](=O)[O-])n1)Nc1nccs1	i	-0.5	i

(cont.)
No.	canonical_smiles	CHT PAM	STK33 kinase inh	CHT block
51	COc1cccc2cc(C(=O)Nc3cccnc3N3CCOCC3)c(=O)oc12	i	-1.2	i
52	O=C(c1ccc2ccccc2c1)N1CCN(c2ccc(C(F)(F)F)cn2)CC1	i	-0.3	i
53	COc1ccc(OCC(=O)Nc2ccc(N3CCCCC3)cc2)cc1	i	-0.5	i
54	COc1ccc(NC(=O)CN(C)CC(=O)Nc2ccccc2SC)cc1	i	-0.2	i
55	CCOc1cc(N2CCOCC2)c(OCC)cc1NC(=O)COC(=O)CCOc1ccc(C(C)(C)C)cc1	i	-0.2	i
56	O=C(O)c1cc2cc(Cl)cc(Cl)c2oc1=O	i	-1.1	i
57	NC(=O)CNC(=O)c1ccc(Cl)cc1	i	-6.3	i
58	Cc1sc(NC(=O)/C=C/c2ccco2)c(C(=O)OC(C)C)c1C	i	0.7	i
59	CC(C)[C@H](NC(=O)N1CC(=O)Nc2ccccc21)C(=O)N1CCC[C@H]1C(=O)O	i	0.0	i
60	Cc1nnc(SCC(=O)c2ccc(S(=O)(=O)N3CCOCC3)cc2)n1-c1ccccc1	i	-0.1	i
61	COc1ccc(-c2nnn(CC(=O)N(CC(=O)NCCC(C)C)c3ccccc3)n2)cc1OC	i	3.1	i
62	COc1ccc(/C=C/CN2CCC(n3nccc3NC(=O)C3CCCC3)CC2)cc1	i	-0.2	i
63	O=C(O)C1CC(=O)N(C2CCCCCC2)C1 (stereo not given)	i	-0.5	i
64	Cc1ccc(C(=O)Nc2nc(C)c(C(=O)Nc3ccc4c(c3)CCC4)s2)cc1	i	-1.0	i
65	CCOc1ccc(N2CC(C(=O)Nc3ccccc3N3CCCC3)CC2=O)cc1 (stereo not given)	i	-0.2	i
66	COC(=O)C1C(c2ccccc2)C=CC(c2ccccc2)C1C(=O)O (stereo not given)	i	-0.8	i
67	Cc1ccccc1NC(=O)CCC(=O)N/N=C/c1cc([N+](=O)[O-])ccc1O	i	-1.5	i
68	COc1cc(/C=N/N2CCN(C3c4ccccc4-c4ccccc43)CC2)cc(OC)c1O	i	-0.7	i
69	Cc1nnc(C)c2c(C)n(C(c3ccccc3)c3ccccc3)c(C)c12	i	-1.6	i
70	Cc1cc(=O)n(C)c(=O)n1CCCCCN1CCCC1	i	-2.3	i
71	CCN(CC)C(=O)CSc1ncnc2c(-c3cccs3)nsc12	i	0.9	i
72	O=C(Cc1cccc2ccccc12)NC(NC(=S)Nc1ccccc1Cl)C(Cl)(Cl)Cl (stereo not given)	i	.	i
73	O=C(C[n+]1ccccc1)c1ccc(NC(=O)c2ccccc2)cc1	i	0.3	i
74	CC(C)Nc1nc(Cl)nc(N(C#N)CN2C(=O)c3ccccc3S2(=O)=O)n1	i	1.5	i
75	COc1ccc(N(CC(=O)N2CCCC(C)C2)S(=O)(=O)c2c(C)nn(C)c2C)cc1 (stereo not given)	i	-0.4	i
76	CN(C)CCCNC1CS(=O)(=O)CC1O (stereo not given)	i	0.6	i
77	Cc1ccc(S(=O)(=O)NNC(=O)CCC(=O)Nc2ccccc2Cl)cc1	i	0.2	i
78	COc1ccc(CCNC(=O)CN2CCN(c3cccc(C(F)(F)F)c3)CC2)cc1	i	-1.6	i
79	Cc1nn(Cc2ccc(F)cc2Cl)c(C)c1[N+](=O)[O-]	i	-3.0	i
80	COc1ccc2[nH]c(=O)c(CN(C(=O)c3cccnc3)c3ccccc3C)cc2c1	i	-1.2	i
81	Cc1ccc(Cn2ncc3c(N4CCN(c5ccccc5C)CC4)ncnc32)cc1	i	-2.2	i
82	N/C(=N\OC(=O)COc1cc(Cl)c(Cl)cc1Cl)c1ccncc1	i	0.3	i
83	CC1(c2nnc(-c3ccccc3)o2)CC(c2cccnc2)=NO1 (stereo not given)	i	-0.7	i
84	COCCCNC(=O)CNC(=S)N(Cc1cc(OC)c(OC)c(OC)c1)C1CCCC1	i	-2.2	i
85	O=C(CSc1ccc2nnc(-c3ccncc3)n2n1)Nc1ccc2c(c1)OCCO2	i	-0.8	i
86	CN(Cc1ccccc1)S(=O)(=O)c1csc(C(N)=O)c1	i	-0.4	i
87	O=C(CCN1CCCO1)N1CCCC(N2CCN(c3cccc(C(F)(F)F)c3)CC2)C1 (stereo not given)	i	-1.8	i
88	Cc1cc(C(=O)CSc2nn3c(=O)c(C(C)(C)C)nnc3s2)c(C)n1C1CC1	i	-0.4	i
89	CN1CCN(c2ccc(NC(=O)C(C)(c3ccccc3)c3ccccc3)cc2)CC1	i	-0.8	i
90	COc1cccc(C2(c3cccc(OC)c3)CC2C(=O)Nc2ccccc2Cl)c1 (stereo not given)	i	-1.2	i
91	CCCCCC(=O)N(CN1C(=O)CCC1=O)c1ccccc1	i	-1.6	i
92	O=C1C2C(C(=O)N1CC1CCCO1)C1C=CC2C12CC2 (stereo not given)	i	-0.6	i
93	O=C(NNC(=O)C1CCN(S(=O)(=O)c2c(Cl)cccc2Cl)CC1)c1ccccc1O	i	-0.7	i
94	O=c1cnnc(SCc2ccc([N+](=O)[O-])cc2)[nH]1	i	0.4	i
95	c1cncc(CSc2ccc(-c3ccc4c(c3)OCO4)nn2)c1	i	0.8	i
96	CCOC(=O)Cc1c(C)nc2c(-c3ccccc3)c(C)nn2c1C	i	-1.2	i
97	CCc1cccc(NC(=O)C2CCCN2C(=O)Nc2ccc(C)cc2)c1 (stereo not given)	i	0.8	i
98	COc1ccc(S(=O)(=O)NCCS(=O)(=O)N2CCN(c3ccccc3)CC2)cc1	i	-1.1	i
99	Cc1ccc(S(=O)(=O)N2CCN3CCCC3C2)cc1 (stereo not given)	i	-1.5	i
100	O=C(CSc1nnc(-c2ccc(C(F)(F)F)cn2)o1)Nc1ccccc1Cl	i	0.6	i

(more compounds)
No.	canonical_smiles	CHT PAM	STK33 kinase inh	CHT block
101	Cc1nc2c(c(=O)c3ccccc3n2C)c(=O)n1-c1ccc(F)cc1	i	0.4	i
102	Cc1ccccc1OCC(=O)NCC(=O)OCC(=O)c1ccc2ccccc2c1	i	-1.4	i
103	Cc1cccc(OCC(=O)Nc2nnc(S(=O)(=O)N3CCCCC3)s2)c1	i	-1.0	i
104	COc1ccc(NC(=O)C(C)Sc2ccccc2)cc1 (stereo not given)	i	-1.0	i
105	COc1cc(C(F)(F)F)ccc1C(=O)NCCc1ccco1	i	0.0	i
106	CSc1c(-c2ccccc2)nc2ccccc2c1C(=O)O	i	-0.6	i
107	Cc1ccc(NC2=NCC(=O)N2Cc2cccs2)cc1C	i	-0.1	i
108	COc1ccc([N+](=O)[O-])cc1NC(=O)N(C)Cc1ccco1	i	2.2	i
109	CC1=CC(c2ccccc2)n2nc(N3C(=O)CCC3=O)nc2N1 (stereo not given)	i	2.1	i
110	O=C(CCCN1C(=O)[C@H]2CC=CC[C@H]2C1=O)NCc1nc(-c2ccc(Cl)cc2)no1	i	-0.2	i
111	Cc1ccc(S(=O)(=O)N2CCCCC2)cc1C(=O)NCc1ccccn1	i	-3.2	i
112	COc1ccccc1NC(=O)c1oc2ccc(C)cc2c1C	i	-0.6	i
113	O=C(C(=O)N1CCCC1)c1c(-c2ccccc2)[nH]c2ccccc12	i	1.0	i
114	COCCN1Cc2cc3cc(C)ccc3nc2SC1=Nc1ccc(OC)cc1	i	-1.9	i
